# Assay outcomes as filed in PubChem.
# GPR35 arrestin U2OS: inhibition of zaprinast-stimulated GPR35 beta-arrestin translocation – imaging, U2OS, beta-arrestin-GFP, zaprinast agonist, primary screen (AID 2058). U2OS GPR35 beta-arrestin-GFP translocation imaging, zaprinast antagonism; higher % means a stronger effect. one-dose inhibition, % at 10 µM; IC50 in µM for titrated hits. actives 0.052% (n = 290,000);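 active means inhibition of at least 50% with at least 30 cells and total cytoplasm GFP at most 10,000,000; inconclusive means under 30 cells or total GFP of 10,000,000 plus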
# RSV CPE inhibition: RSV antiviral activity via CPE protection, HEp-2 cells, primary 10 µM value included (AID 2391); HEp-2 cells, RSV-induced CPE inhibition; higher % means a stronger effect; CPE inhibition, % at 10 µM, or IC50 in µM where a hit was titrated; actives 0.13% (n = 310,000); in the data active means a potency from the dose series; inconclusive means CPE inhibition mostly from about 23% at the one dose, without a potency; inactive means the rest, 99 in 100 with CPE inhibition below about 21%; further: strong numbers were not always called active
# NS5 inhibitors: Dengue-2 NS5 methyltransferase inhibitors, primary screen, biochemical, confirmation dose response (AID 588689); Dengue-2 NS5 methyltransferase capping enzyme assay, biochemical; higher % means a stronger effect; actives 0.3% (n = 340,000); inhibition, % at 25 µM, or IC50 in µM where a hit was titrated; in the data active means a potency from the dose series; inconclusive means inhibition above about 29% without an active follow-up result
# LYP phosphatase: inhibitors of LYP phosphatase, biochemical, fluorescence intensity, uHTS (AID 1779) | actives 0.054% (n = 290,000) | inhibition, % at 11.5 µM, or IC50 in µM where a hit was titrated | recombinant LYP phosphatase, fluorescence intensity; higher % means a stronger effect; in the data active means inhibition above about 50%;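 further: plate controls were vehicle with enzyme for no effect and no enzyme for full effect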
# UTI89 phage lysis: inhibition of K1F phage lysis, E. coli UTI89, bacterial capsule biogenesis inhibitors, alamar blue (AID 488966); actives 0.02% (n = 340,000); one-dose inhibition, % at 100 µM; IC50 in µM for titrated hits; E. coli UTI89 K1F phage lysis, alamar blue, 2 h; higher % means a stronger effect;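 active means phage lysis inhibition, versus mean bacterial control, above a set limit; inconclusive means no clear call, values can overlap the other calls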;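 further: capsule biogenesis inhibitors block K1F phage lysis so surviving cells raise fluorescence; higher fluorescence means more inhibition of phage lysis; actives were called in the ten point dose series up to 300 µM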
# AID2073: disruptors of CaV2.2 binding to Mint1 – biochemical, HTRF (AID 2073); HTRF protein-protein interaction, Mint1-CaV2.2; higher % means a stronger effect; inhibition, % at 20 µM, or IC50 in µM where a hit was titrated; actives 0.19% (n = 290,000); in the data active means inhibition mostly above about 51%, no sharp cut-off; inconclusive means no clear call, values can overlap the other calls; inactive means mostly below about 53%; further: some results filed as inactive read as strong as hits
# Autophagy HCS: modulators of autophagy. MEF GFP-LC3 puncta imaging; test concentration mostly 10 µM. AID 463193. actives 0.98% (n = 190,000). calls only at 10 µM (by protocol);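 active means percentage of spot-positive cells more than 3 SD above its plate mean, without a fluorescence outlier flag or 80% toxicity; inconclusive means no clear call, values can overlap the other calls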;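 further: spot-positive cell cutoff set from DMSO-treated cells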
# NTR1 ag: agonists of NTR1, primary screen, imaging, U2OS cells, beta-arrestin-GFP, high content (AID 493036); P30989; NTR1-U2OS beta-arrestin-GFP spot imaging, agonist mode; activation, % at 20 µM; actives 0.17% (n = 330,000);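 active means activation at or above 40% of the spot to cytoplasm intensity ratio, with at least 20 cells analyzed; inconclusive means wells under 20 cells, flagged as cytotoxic or low count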;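 further: 0% = DMSO without peptide and 100% = 100 nM NTR1 peptide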
# Target sequence (P30989 whole entry, looked up): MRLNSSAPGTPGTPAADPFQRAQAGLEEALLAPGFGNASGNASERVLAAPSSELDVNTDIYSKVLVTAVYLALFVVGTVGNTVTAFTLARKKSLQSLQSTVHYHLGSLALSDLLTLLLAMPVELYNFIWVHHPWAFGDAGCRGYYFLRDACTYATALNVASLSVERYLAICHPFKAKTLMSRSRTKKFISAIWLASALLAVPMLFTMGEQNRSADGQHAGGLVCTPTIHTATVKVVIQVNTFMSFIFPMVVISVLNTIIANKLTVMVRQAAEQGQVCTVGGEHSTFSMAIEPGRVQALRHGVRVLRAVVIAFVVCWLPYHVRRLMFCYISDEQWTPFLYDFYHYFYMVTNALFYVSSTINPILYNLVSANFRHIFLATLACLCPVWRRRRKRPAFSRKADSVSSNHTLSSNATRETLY
# WT yeast gro inh: growth inhibition of WT yeast, mitochondrial fusion screen; inhibition, % at 10 µM; actives 2.1% (n = 190,000); AID 1362; mitochondrial fusion phenotypic screen, WT strain; in the data active means inhibition above about 58%; tested in S. cerevisiae
# WT yeast gro inh mutant strain: recorded beside WT yeast gro inh, whose call it bears; inhibition, %; mitochondrial fusion phenotypic screen, mutant strain inhibition
# Autophagy HCS cell loss 18 h: recorded beside Autophagy HCS, whose call it bears; toxicity, %; measured here: cell loss, nuclei count;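 cell loss after 18 h compound exposure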
# NTR1 ag cell count 20 µM: recorded beside NTR1 ag, whose call it bears; cell count; measured here: cell count, cytotoxicity flag
# NS5 inhibitors pilot replicate: recorded beside NS5 inhibitors, whose call it bears; inhibition, %; measured here: pilot screen replicate inhibition
# The depositor's hits bear a star; i = inactive; ? = inconclusive; nt = not tested or not shown; [ ] = another dose, or the depositor's remark.
SMILES,GPR35 arrestin U2OS,RSV CPE inhibition,NS5 inhibitors,LYP phosphatase,UTI89 phage lysis,AID2073,Autophagy HCS,Autophagy HCS cell loss 18 h,NTR1 ag,NTR1 ag cell count 20 µM,WT yeast gro inh,WT yeast gro inh mutant strain,others
NC(=O)NCCC1=CCCCC1,5%,2.9%,-6%,-8%,0.8%,19%,i,-4,-0.3,76,59*,-3.0*,
Cc1nc(CNC(=O)CC2C(=O)NCCN2Cc2ccoc2)nc2c1CCCC2 (stereo not given),-10%,0.7%,15%,-2%,0.5%,-27%,nt,nt,-0.4,58,nt,nt,
O=C1CC(c2ccccc2)n2nc(N3C(=O)c4ccccc4C3=O)nc2N1 (stereo not given),0%,2.3%,3%,-2%,0.1%,-1%,i,11,1.0,63,0,0,
C(#CC1CCCCC1)c1ccc2c(c1)COc1c3ccccc3nn1-2,12%,6.0%,-4%,-1%,-8.5%,5%,nt,nt,-0.8,104,nt,nt,
C/C(=N\NC(=O)c1cccnc1)c1ccccc1,15%,-0.2%,2%,-10%,0.3%,9%,nt,nt,0.3,52,nt,nt,
Fc1cccc(Cl)c1CSc1nnnn1-c1ccc2c(c1)OCO2,-2%,0.6%,-1%,-2%,0.3%,1%,i,-4,1.6,42,20,18,
CCCCOC(=O)CSc1nc(N)c(C#N)c(-c2ccc(OCC)cc2)c1C#N,2%,0.9%,6%,3%,i,23%,i,-5,3.8,67,-2,6,
CCOC(=O)N1CCN(C(=O)Cc2ccc(C)cc2)CC1,3%,0.4%,-4%,-7%,0.1%,4%,i,2,-1.0,43,-7,-7,
CCOC(=O)Cc1nnc(NC(=O)C2CCCCC2)s1,25%,1.0%,3%,-2%,-0.1%,3%,i,-11,-1.3,71,-5,-10,
Cc1ccc(-c2nn(CC(=O)NN3CCOCC3)c(=O)c3ccccc23)cc1,18%,2.3%,nt,-6%,nt,-2%,nt,nt,0.9,69,nt,nt,
Cc1ccc(N(CC(=O)NCC(O)c2ccccc2)S(=O)(=O)c2ccc(C)cc2)cc1 (stereo not given),13%,-0.3%,-8%,-8%,-0.1%,-2%,nt,nt,0.2,36,nt,nt,
Cc1ccccc1-n1nc(C)c2cc(C(=O)NCc3cccnc3)sc21,16%,1.4%,0%,4%,0.9%,12%,i,11,1.0,60,16,3,
O=C(Nc1cccc(C(F)(F)F)c1)c1sc(Cl)nc1C(F)(F)F,25%,1.6%,-5%,-6%,0.3%,4%,nt,nt,5.3,81,nt,nt,
COc1ccccc1N1CCN(C(c2ccccn2)c2nnnn2C2CCCCC2)CC1 (stereo not given),4%,1.4%,1%,-6%,0.3%,-8%,i,-5,1.8,65,16,-28,
CCOC(=O)CNC(=O)CSc1ncccc1-c1nc2ccccc2[nH]1,-8%,-0.7%,-2%,-12%,2.8%,9%,nt,nt,-0.2,70,nt,nt,
Cc1ccc(S(=O)(=O)CCC(=O)OCC(=O)Nc2ncc(Cl)cc2Cl)cc1,3%,0.0%,2%,3%,0.8%,8%,i,11,0.0,97,7,-3,
COC(C(=O)N/N=C(\C)c1ccc(C)cc1)c1ccccc1 (stereo not given),6%,1.6%,-6%,-12%,0.9%,2%,nt,nt,0.1,60,nt,nt,
COc1ccccc1C(=O)Nc1ccncc1,11%,5.3%,2%,-9%,-1.6%,-4%,nt,nt,0.2,71,nt,nt,
CCOC(=O)c1c(NC(=O)C2C3CCC(O3)C2C(=O)O)sc2c1CCCC2 (stereo not given),0%,2.9%,-1%,-2%,-0.2%,28%,i,19,0.1,89,-9,13,
CCN1CCN(C(=O)c2cc(COc3ccc4ncccc4c3)on2)CC1,12%,4.1%,2%,-5%,0.2%,8%,i,15,-0.1,58,-17,-1,
NNc1cc([N+](=O)[O-])cc2c1C(=O)N(Cc1ccccc1)S2=O (stereo not given),-20%,2.3%,63µM*,7%,-0.4%,10µM*,i,4,-0.7,39,-8,-13,
CCc1cccc(NC(=O)CCCN2C(=O)C(c3ccccc3)Oc3cccnc32)c1 (stereo not given),-11%,8.0%,-4%,-2%,0.4%,-5%,nt,nt,1.6,53,nt,nt,
CCOC(=O)Nc1nc(C)c(C(=O)c2ccc(Cl)cc2)s1,-3%,1.8%,-12%,-9%,-0.4%,15%,i,-9,0.2,41,0,-6,
O=C(CN1C(=O)NC2(CCCC2)C1=O)Nc1cccc(-c2nnc3n2CCCCC3)c1,7%,0.4%,-3%,0%,0.1%,-1%,i,16,-1.5,48,-2,1,
CC(NC(=O)C1CCCC1)c1ccc2c(c1)OCCO2 (stereo not given),4%,0.6%,-1%,-5%,1.4%,0%,i,3,-1.7,46,5,2,

# The closing 2 compounds of the section above are carried over, then new ones follow:
SMILES,GPR35 arrestin U2OS,RSV CPE inhibition,NS5 inhibitors,LYP phosphatase,UTI89 phage lysis,AID2073,Autophagy HCS,Autophagy HCS cell loss 18 h,NTR1 ag,NTR1 ag cell count 20 µM,WT yeast gro inh,WT yeast gro inh mutant strain,others
O=C(CN1C(=O)NC2(CCCC2)C1=O)Nc1cccc(-c2nnc3n2CCCCC3)c1,7%,0.4%,-3%,0%,0.1%,-1%,i,16,-1.5,48,-2,1,
CC(NC(=O)C1CCCC1)c1ccc2c(c1)OCCO2 (stereo not given),4%,0.6%,-1%,-5%,1.4%,0%,i,3,-1.7,46,5,2,
COc1cc2c(C(=O)N3CCN(c4ccccc4)CC3)c(C)oc2cc1Br,2%,4.3%,5%,-2%,0.2%,15%,i,1,9.5,30,32,30,
CN(Cc1c(C(=O)N/N=C/c2ccccc2)nnn1-c1nonc1N)C1CCCCC1,6%,0.3%,17%,-8%,-0.3%,-3%,nt,nt,4.1,71,nt,nt,
C=C(C)CNC(=S)N1CCNC(=O)C1CC(=O)OC (stereo not given),0%,1.1%,-3%,2%,5.5%,-6%,i,-7,0.7,43,-5,2,
COc1ccc(-c2cc(C(=O)NNC3=NCCC3)c3c(C)nn(-c4ccccc4)c3n2)cc1,-6%,4.1%,0%,12%,1.0%,4%,i,-6,5.3,53,-19,5,
COc1cccc(NC(=O)N2CCC(C(=O)Nc3ccc(C)cc3C)CC2)c1,6%,3.5%,-8%,-14%,0.0%,0%,i,2,-1.4,57,11,15,
Cc1cc(C(=O)O)ccc1-n1c(C)cc(/C=C(/C#N)C(=O)Nc2ccccc2)c1C,4%,20%,nt,14%,nt,41%,i,38,2.0,38,-7,-8,
COC(=O)c1c(C)nn(-c2ccccc2)c1N,-7%,-0.1%,-1%,-2%,-0.3%,2%,i,4,-2.0,93,11,-10,
Cc1ccccc1CN1CCN(C(=O)c2ccc(S(=O)(=O)NCc3ccco3)cc2)CC1,nt,-0.3%,-4%,nt,-0.3%,nt,nt,nt,2.9,53,nt,nt,
O=C(NCCCn1ccnc1)c1ccc(S(=O)(=O)N2CCCCCC2)cc1,-2%,-0.2%,-4%,-7%,0.2%,-6%,i,3,1.2,48,-22,17,
CC1=C(C(=O)OC(C)C)C(c2ccc(F)cc2)NC(=O)N1 (stereo not given),-14%,0.4%,-6%,-1%,0.2%,11%,i,-1,1.8,85,-10,0,NS5 inhibitors pilot replicate=-4.6
COCC(=O)NC1CCCCCC1,3%,0.7%,-5%,0%,0.6%,6%,nt,nt,-0.2,41,nt,nt,
Cc1ccc(S(=O)(=O)N/N=C/c2cc(Br)c(C)o2)cc1,19%,-1.4%,3%,-4%,0.1%,-18%,i,28,-1.4,57,-4,-4,
COc1cc(OC)cc(C(=O)Nc2cccc(N3CCCC3)c2)c1,-20%,0.1%,0%,4%,4.6%,-16%,i,-19,-0.2,61,4,-5,
Cc1cccc(C)c1NC(=O)c1ccc(-c2ccc(Cl)cc2Cl)o1,10%,19%,-8%,5%,0.9%,6%,i,11,-0.2,53,46,7,
Oc1ccc(Br)cc1-c1cc(-c2ccccc2F)[nH]n1,16%,13%,-3%,1%,3.0%,1%,i,-22,7.0,92,18,6,
CCCn1c(S(=O)(=O)O)nc2ccccc21,-14%,1.5%,-14%,-5%,0.1%,3%,nt,nt,-0.3,54,nt,nt,
C/C(=C\COc1ccc2ccc(=O)oc2c1)CC[C@@H](O)C(C)(C)O,nt,1.9%,1%,nt,0.6%,nt,nt,nt,-0.2,49,nt,nt,
COc1ccc(C)cc1-n1c(SCC(=O)Nc2cc(C)on2)nc2ccccc2c1=O,-1%,1.8%,0%,-4%,0.4%,?,i,13,2.1,52,-2,9,
COc1ccc(C(=O)/C=C/c2ccc(OC3CSC3)cc2)cc1OC,5%,?,3%,0%,1.6%[50 µM],1%,i,-6,15,76,26,4,
O=C(COc1ccc(Br)cc1Br)NC1CCS(=O)(=O)C1 (stereo not given),nt,0.3%,-5%,nt,0.3%[50 µM],nt,nt,nt,1.8,73,nt,nt,
Cc1cccn2c(=O)c3cc(C(=O)NCC(C)C)sc3nc12,-3%,2.9%,-3%,-7%,-0.1%,19%,nt,nt,2.5,88,nt,nt,
CN1CCN(c2ccc(Cl)cc2NC(=O)c2ccc(S(=O)(=O)N(C)C)cc2)CC1,4%,-1.6%,0%,-1%,1.8%,10%,i,29,-2.5,67,5,3,
CC(CCc1ccccc1)NC(=O)CSc1nc(N)cc(N)n1 (stereo not given),-1%,0.1%,6%,2%,-0.1%,0%,i,0,-1.2,94,3,-14,

# Filtered by structure, the entries above with a Cl atom.
SMILES,GPR35 arrestin U2OS,RSV CPE inhibition,NS5 inhibitors,LYP phosphatase,UTI89 phage lysis,AID2073,Autophagy HCS,Autophagy HCS cell loss 18 h,NTR1 ag,NTR1 ag cell count 20 µM,WT yeast gro inh,WT yeast gro inh mutant strain,others
Fc1cccc(Cl)c1CSc1nnnn1-c1ccc2c(c1)OCO2,-2%,0.6%,-1%,-2%,0.3%,1%,i,-4,1.6,42,20,18,
O=C(Nc1cccc(C(F)(F)F)c1)c1sc(Cl)nc1C(F)(F)F,25%,1.6%,-5%,-6%,0.3%,4%,nt,nt,5.3,81,nt,nt,
Cc1ccc(S(=O)(=O)CCC(=O)OCC(=O)Nc2ncc(Cl)cc2Cl)cc1,3%,0.0%,2%,3%,0.8%,8%,i,11,0.0,97,7,-3,
CCOC(=O)Nc1nc(C)c(C(=O)c2ccc(Cl)cc2)s1,-3%,1.8%,-12%,-9%,-0.4%,15%,i,-9,0.2,41,0,-6,
Cc1cccc(C)c1NC(=O)c1ccc(-c2ccc(Cl)cc2Cl)o1,10%,19%,-8%,5%,0.9%,6%,i,11,-0.2,53,46,7,
CN1CCN(c2ccc(Cl)cc2NC(=O)c2ccc(S(=O)(=O)N(C)C)cc2)CC1,4%,-1.6%,0%,-1%,1.8%,10%,i,29,-2.5,67,5,3,
